# Pf Dd2 growth: blocks growth of Plasmodium falciparum Dd2 parasites | P. falciparum Dd2 growth, SYBR Green, 72 h; active compounds read low | activity change, % at 10 µM | hit rate 2.3% among 94,000; in the data active means activity change below about -80%
# Tcruzi prolif: inhibitors of T. cruzi proliferation. T. cruzi beta-gal in NIH3T3, GalScreen luminescence, 90 h. AID 624255. inhibition, % at 8.34 µM. hit rate 5.9% among 77,000;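 active means mean inhibition above about 93%, with at least 55% of replicates each passing it, limit read from the data, passing the limit was not always enough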
# GASC1 inh: blocks human GASC-1 (KDM4C) demethylase activity. GST-KDM4C 2-372, H3K9me3 peptide, LANCE TR-FRET. inhibition, % at 12.5 µM. hit rate 0.15% among 96,000. AID 720574. Q9H3R0;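 active means mean replicate inhibition above about 25%, with at least 55% of replicates also reaching it, limit read from the data, passing the limit was not always enough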
# Target sequence (Q9H3R0 2-372 limits assumed): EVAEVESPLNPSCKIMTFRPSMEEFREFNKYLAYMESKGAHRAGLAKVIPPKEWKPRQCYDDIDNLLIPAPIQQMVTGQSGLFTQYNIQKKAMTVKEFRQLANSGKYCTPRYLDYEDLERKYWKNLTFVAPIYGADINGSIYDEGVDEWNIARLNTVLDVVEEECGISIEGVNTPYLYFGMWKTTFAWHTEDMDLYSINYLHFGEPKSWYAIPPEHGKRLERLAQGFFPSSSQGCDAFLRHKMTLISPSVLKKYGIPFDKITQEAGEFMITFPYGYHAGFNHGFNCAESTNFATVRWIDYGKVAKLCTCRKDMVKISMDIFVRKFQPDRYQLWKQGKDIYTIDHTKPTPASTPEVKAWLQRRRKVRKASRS
#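 System: N-terminal GST-fused human GASC-1 (KDM4C) fragment, residues 2-372; amount: enzyme final amount 10 nM; incubation: reaction 30 min RT, detection step 1 h RT; medium: HEPES buffer, pH 7.5, plus ascorbate; technique: LANCE TR-FRET, Eu antibody, ULight-streptavidin, EDTA, ex 340 nm, em 618/671 nm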
# C diff HTS: C. difficile growth inhibition. Clostridium difficile clinical isolate growth, OD600, 24 h; active compounds read low. growth activity, negative = inhibition, % at 16 µg/mL (by protocol). hit rate 0.25% among 86,000. AID 1259249;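 active means mean growth activity at or below -80% and every replicate also at or below -80%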;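 further: 0% = DMSO wells and -100% = levofloxacin 16 µg/mL wells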
# * = called active by the depositor; . = no result given.
nr	Molecule	Pf Dd2 growth	Tcruzi prolif	GASC1 inh	C diff HTS
1	C[C@H](CO)N1C[C@H](C)[C@@H](CN(C)S(=O)(=O)c2cn(C)cn2)OCCCC[C@H](C)Oc2ccc(NS(=O)(=O)c3cn(C)cn3)cc2C1=O	37	-31	-0.9	0
2	C[C@@H]1CCCCO[C@@H](CN(C)S(=O)(=O)c2cccs2)[C@@H](C)CN([C@H](C)CO)C(=O)c2cc(N(C)C)ccc2O1	-25	58	3.9	2
3	O=C(C1CC1)N1C[C@@H]2[C@H](c3ccccc31)[C@H](CO)N2C(=O)c1ccccc1F	-6	0	-3.8	9
4	O=C(NC1CCC1)[C@@H]1[C@@H](CO)[C@@H]2Cn3c(ccc(-c4ccccc4F)c3=O)[C@H]1N2C(=O)CC1CC1	1	64	2.0	1
5	C[C@H]1CN([C@@H](C)CO)S(=O)(=O)c2ccc(-c3ccncc3)cc2O[C@H]1CN(C)Cc1ccc(Oc2ccccc2)cc1	-73	124	-0.8	31
6	O=C(NCC[C@@H]1CC[C@@H](NC(=O)C2CCCCC2)[C@@H](CO)O1)c1ccc(F)cc1	4	2	-0.6	.
7	COc1cccc(-c2ccc3c(c2)O[C@@H](CN(C)Cc2cccnc2)[C@@H](C)CN([C@H](C)CO)S3(=O)=O)c1	-26	91	-1.5	-1
8	CC(C)NC(=O)N[C@H]1CC[C@@H](CCNS(=O)(=O)Cc2ccccc2)O[C@H]1CO	-29	-9	3.3	.
9	C[C@H](CO)N1C[C@H](C)[C@H](CN(C)C(=O)c2ccccc2)OCCCC[C@H](C)Oc2ccc(NC(=O)CCCCCC(=O)Nc3ccccc3N)cc2C1=O	-29	100*	0.6	-1
10	CC(C)NC(=O)N[C@@H]1CC[C@H](CC(=O)NCCN2CCCC2)O[C@@H]1CO	33	15	-0.6	3
11	COc1cccc(C#Cc2cnc3c(c2)C(=O)N([C@@H](C)CO)C[C@H](C)[C@H](CN(C)C(=O)C2CCCCC2)O3)c1	-83*	70	-0.6	25
12	C[C@H]1CN([C@@H](C)CO)C(=O)CCCn2nncc2CO[C@H]1CN(C)C(=O)Nc1cccc(C(F)(F)F)c1	-5	57	-1.4	1
13	C[C@@H]1CCCCO[C@H](CN(C)C(=O)Cc2ccccc2)[C@@H](C)CN([C@@H](C)CO)C(=O)c2cc(NC(=O)CCC(F)(F)F)ccc2O1	-51	29	0.0	2
14	C/C=C/c1ccc2c(c1)O[C@@H](CN(C)C(=O)c1ccccn1)[C@@H](C)CN([C@@H](C)CO)S2(=O)=O	8	5	-0.6	5
15	O=C(N[C@@H]1CC[C@H](CC(=O)N2CCC(Cc3ccccc3)CC2)O[C@@H]1CO)c1cnccn1	1	.	0.2	0
16	CC(C)NC(=O)Nc1ccc2c(c1)C(=O)N(C)[C@H]1CC[C@@H](CC(=O)Nc3ccccc3)O[C@H]1CO2	-15	39	-0.6	-4
17	COC(=O)N(C)C[C@H]1OCc2ccccc2-c2c(n(C)c3ccccc23)C(=O)N([C@@H](C)CO)C[C@H]1C	-14	-16	0.2	.
18	C[C@H]1CN([C@@H](C)CO)C(=O)c2cccc(NC(=O)C3CC3)c2O[C@H]1CN(C)C(=O)Nc1ccc(C(F)(F)F)cc1	-14	46	-1.3	8
19	O=C(CN1CCOCC1)N[C@H]1CC[C@H](CCn2cc(C3CC3)nn2)O[C@H]1CO	-2	.	-0.9	4
20	COc1ccc(S(=O)(=O)Nc2ccc3c(c2)C(=O)N([C@H](C)CO)C[C@@H](C)[C@H](CN(C)S(=O)(=O)c2ccc(C)cc2)O3)cc1	-18	35	-2.7	7
21	CCCC(=O)Nc1ccc2c(c1)C(=O)N(C)[C@@H]1CC[C@H](CC(=O)NCc3cccc(F)c3)O[C@@H]1CO2	-6	-21	-3.0	.
22	CN1C(=O)c2cc(NC(=O)c3cccs3)ccc2OC[C@H]2O[C@@H](CC(=O)NCCN3CCCCC3)CC[C@@H]21	-20	-28	-1.3	-4
23	CNC[C@@H]1Oc2cc(C#Cc3ccncc3)ccc2S(=O)(=O)N([C@@H](C)CO)C[C@H]1C	24	.	3.4	.
24	O=C(NCC[C@@H]1CC[C@@H](NC(=O)c2ccccc2F)[C@@H](CO)O1)c1ccc2c(c1)OCO2	0	0	3.8	.
25	O=C(c1ccc(F)cc1)N1CC(=O)N2[C@H](C1)[C@H](c1ccc(C#CCC3CCCC3)cc1)[C@@H]2CO	-10	.	19	26

# Single records, from the list above. Screens in order: Pf Dd2 growth, Tcruzi prolif, GASC1 inh, C diff HTS
# C[C@H]1CN([C@@H](C)CO)C(=O)CCCn2nncc2CO[C@H]1CN(C)C(=O)Nc1cccc(C(F)(F)F)c1 is listed with -5, 57, -1.4, 1
# COc1cccc(-c2ccc3c(c2)O[C@@H](CN(C)Cc2cccnc2)[C@@H](C)CN([C@H](C)CO)S3(=O)=O)c1 is listed with -26, 91, -1.5, -1
# O=C(CN1CCOCC1)N[C@H]1CC[C@H](CCn2cc(C3CC3)nn2)O[C@H]1CO is listed with -2, ., -0.9, 4
# CC(C)NC(=O)Nc1ccc2c(c1)C(=O)N(C)[C@H]1CC[C@@H](CC(=O)Nc3ccccc3)O[C@H]1CO2 is listed with -15, 39, -0.6, -4
# C[C@H](CO)N1C[C@H](C)[C@@H](CN(C)S(=O)(=O)c2cn(C)cn2)OCCCC[C@H](C)Oc2ccc(NS(=O)(=O)c3cn(C)cn3)cc2C1=O is listed with 37, -31, -0.9, 0

# Later entries.
nr	Molecule	Pf Dd2 growth	Tcruzi prolif	GASC1 inh	C diff HTS
26	C[C@H]1CN([C@@H](C)CO)S(=O)(=O)c2ccc(C3=CCCCC3)cc2O[C@H]1CN(C)C(=O)c1ccc(F)cc1	-63	111	0.3	4
27	C[C@@H]1CN([C@H](C)CO)C(=O)c2cc(NS(=O)(=O)c3cn(C)cn3)ccc2O[C@H]1CN(C)CC1CCCCC1	12	35	1.7	-2
28	C[C@H]1CN([C@@H](C)CO)C(=O)c2cc(C3=CCCC3)cnc2O[C@H]1CN(C)C(=O)c1ccncc1	21	.	-1.0	59
29	C[C@H](CO)N1C[C@H](C)[C@H](CN(C)CC2CC2)Oc2cc(C#CC3CC3)ccc2S1(=O)=O	-33	79	-1.8	.
30	COc1ccc(C#Cc2ccc([C@H]3[C@H]4CN(C(C)=O)CC(=O)N4[C@H]3CO)cc2)cc1	-2	.	0.1	-19
31	CN1c2ccc(-c3ccccc3F)cc2[C@@H]2[C@@H](CCN2S(=O)(=O)c2ccccc2F)[C@@H]1CO	3	116*	-0.3	-3
32	CO[C@@H]1CN(C)C(=O)c2ccc(NC(=O)c3ccc4c(c3)OCO4)cc2OC[C@H](C)N(CCC(F)(F)F)C[C@@H]1C	-15	19	-0.1	.
33	C[C@@H](NC(=O)C[C@H]1C[C@H]2c3cc(NC(=O)C4CCC4)ccc3O[C@H]2[C@@H](CO)O1)c1ccccc1	0	-40	-1.0	-22
34	Cc1noc(C)c1S(=O)(=O)N(C)C[C@@H]1OCc2ccccc2-c2c(n(C)c3ccccc23)C(=O)N([C@@H](C)CO)C[C@H]1C	17	11	-0.4	10
35	C[C@@H]1CN([C@H](C)CO)C(=O)c2cc(NC(=O)Nc3ccc(F)cc3)ccc2O[C@H]1CN(C)Cc1ccc(C(=O)O)cc1	-14	10	0.8	-6
36	CCCNC(=O)N(C)C[C@@H]1Oc2ncc(-c3ccncc3)cc2C(=O)N([C@H](C)CO)C[C@H]1C	21	17	-1.3	4
37	C[C@@H]1CN([C@@H](C)CO)C(=O)c2cccc(NS(=O)(=O)c3cn(C)cn3)c2O[C@@H]1CN(C)S(=O)(=O)c1cccs1	17	-5	-0.2	-1
38	C[C@@H]1CCCCO[C@@H](CN(C)Cc2ccccc2)[C@H](C)CN([C@H](C)CO)C(=O)c2cc(NS(=O)(=O)c3ccc(Cl)cc3)ccc2O1	-26	90	-1.1	-5
39	CCNC(=O)[C@@H]1[C@@H](CO)[C@@H]2Cn3c(ccc(/C=C/c4ccccc4)c3=O)[C@H]1N2C(C)=O	4	23	-0.4	0
40	COc1ccc2c3c([nH]c2c1)[C@H](CO)N(C(=O)Nc1ccc(F)cc1)CC31CN(Cc2cc(-c3ccccc3)on2)C1	-58	.	0.3	-9
41	O=C(N[C@H]1CC[C@@H](CCNC(=O)C2CCCCC2)O[C@@H]1CO)c1ccncc1	0	7	2.2	2
42	O=C(c1ccncc1)N1CC(=O)N2[C@H](C1)[C@@H](c1ccc(/C=C/c3ccccc3)cc1)[C@@H]2CO	-3	.	1.2	-13
43	COc1ccc(S(=O)(=O)N(C)C[C@H]2Oc3cc(-c4ccccc4OC)ccc3S(=O)(=O)N([C@H](C)CO)C[C@H]2C)cc1	-62	123*	-2.6	5
44	COc1ccc(S(=O)(=O)Nc2ccc3c(c2)C(=O)N([C@@H](C)CO)C[C@@H](C)[C@H](CN(C)S(=O)(=O)c2c(C)noc2C)OCCCC[C@H](C)O3)cc1	-21	-10	0.3	-4
45	O=C(C[C@H]1C[C@H]2c3cc(NC(=O)C4CCC4)ccc3O[C@H]2[C@@H](CO)O1)NCc1ccccn1	18	-5	0.9	-11
46	COc1ccc2c3c(n(C)c2c1)[C@H](CO)N(C)CC31CN(S(=O)(=O)c2cccs2)C1	-8	.	-0.7	15
47	O=C(Nc1ccc(F)cc1)N1C[C@@H]2[C@H](c3ccccc31)[C@H](CO)N2C(=O)c1ccncc1	8	-16	2.2	0
48	O=C(C[C@@H]1C=C[C@H](NC(=O)NC2CCCCC2)[C@H](CO)O1)NCc1ccc(F)cc1	9	.	-0.9	0
49	COc1ccccc1-c1ccc([C@H]2[C@@H](CO)N3CCCCN(Cc4ccncc4)C[C@H]23)cc1	-26	87	1.7	-20
50	COc1ccc(NC(=O)N(C)C[C@H]2OCCCC[C@@H](C)Oc3ccc(NC(=O)CCCN(C)C)cc3C(=O)N([C@H](C)CO)C[C@@H]2C)cc1	24	-28	6.0	-15
51	O=C(C[C@H]1C=C[C@@H](NC(=O)C2CC2)[C@H](CO)O1)NCCCN1CCOCC1	10	.	-0.5	4
52	CC1C=NC(S(=O)(=O)N2CC[C@H]3[C@@H](CO)N(C)c4ccc(C5=CCCCC5)cc4[C@H]32)=N1 (some centres not stated)	-7	55	3.3	8
53	COc1ccc(NC(=O)N(C)C[C@@H]2Oc3ccc(NS(=O)(=O)c4ccc(F)cc4)cc3C(=O)N([C@@H](C)CO)C[C@H]2C)cc1	48	-61	-0.2	.
54	C[C@@H](O)C#Cc1ccc([C@H]2[C@@H](CO)N3CCCCN(C(=O)c4ccncc4)C[C@H]23)cc1	23	16	0.8	-4
55	C[C@@H]1CN([C@@H](C)CO)C(=O)c2cccc(NS(C)(=O)=O)c2O[C@@H]1CN(C)Cc1ccc(-c2ccccc2)cc1	-16	1	1.6	11
56	COc1ccc2c3c(n(C)c2c1)[C@@H](CO)N(Cc1nccs1)CC31CCN(C(=O)CN(C)C)CC1	-52	.	1.5	4
57	N#Cc1cccc(-c2ccc([C@@H]3[C@H](CO)N4CCCCN(C(=O)Nc5cccc(F)c5)C[C@@H]34)cc2)c1	-78	89	-5.8	40
58	COc1ccccc1NC(=O)N1CC(=O)N2[C@H](C1)[C@@H](c1ccc(C#Cc3ccc(F)cc3)cc1)[C@@H]2CO	-7	.	-0.1	1
59	C[C@@H]1CN([C@@H](C)CO)C(=O)c2cc(NS(C)(=O)=O)ccc2O[C@@H]1CN(C)S(=O)(=O)c1ccc(F)cc1	-5	-141	0.8	-8
60	CC(=O)N1[C@@H]2CN(S(=O)(=O)c3ccc(F)cc3)c3ccccc3[C@@H]2[C@@H]1CO	31	7	-3.2	-3
61	CN1[C@@H]2Cn3c(ccc(-c4ccc(F)cc4)c3=O)[C@H]1[C@@H](C(=O)NC1CCC1)[C@@H]2CO	.	-68	-0.1	.
62	COCC(=O)Nc1ccc2c(c1)C(=O)N(C)C[C@@H](OC)[C@@H](C)CN(Cc1cccc(F)c1)[C@H](C)CO2	-15	-1	0.3	.
63	O=C(C[C@@H]1CC[C@@H](NC(=O)c2ccc(F)cc2)[C@H](CO)O1)NCCc1ccccc1	10	-72	3.0	.
64	C[C@H](CO)N1C[C@H](C)[C@@H](CN(C)S(=O)(=O)c2ccc(Cl)cc2)Oc2ccc(NC(=O)c3ccncc3)cc2C1=O	-39	15	0.0	-1
65	C[C@@H]1CCCCO[C@@H](CN(C)S(=O)(=O)c2cn(C)cn2)[C@H](C)CN([C@@H](C)CO)C(=O)c2cc(NC(=O)Nc3ccc(C(F)(F)F)cc3)ccc2O1	-70	42	-0.5	.
66	C[C@H]1CN([C@@H](C)CO)C(=O)c2cc(C3=CCCCC3)cnc2O[C@H]1CN(C)C(=O)c1cccc(F)c1	-35	-33	1.1	-5
67	C[C@H](C(=O)N(C)C[C@@H]1OCc2ccccc2-c2c(n(C)c3ccccc23)C(=O)N([C@@H](C)CO)C[C@@H]1C)c1ccccc1	-83*	.	-0.1	-6

# Compound activity from PubChem.
